USP2a block: qHTS Assay for Inhibitors of Ubiquitin-specific Protease USP2a Using CHOP2 as the Reporter. Ubiquitin carboxyl-terminal hydrolase 2 (Homo sapiens), O75604. USP2 core, Ub-CHOP2 coupled fluorogenic reporter, 485/531. Potency, µM (series often up to 38.3 µM), without a hit: top-dose activity change, negative = inhibition, actives largely listed as inhibitors. hit rate 0.01% among 330,000. AID 463254, 2010;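 note: potency is the fitted concentration of half-maximal effect; plate controls were DMSO wells for no effect and full inhibition by NEM control for full effect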
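Deubiquitinase activity read as fluorescence (485/531 nm) after Ub-CHOP2 cleavage activates the enterokinase reporter on its substrate; USP2 core 10nM, Ub-CHOP2 and substrate 25nM each, 30min compound preincubation then 60min RT; data normalized to NEM, curves fitted.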
Coupling enz: qHTS Assay for Inhibitors of Fructose-1,6-bisphosphate Aldolase from Giardia Lamblia: Coupling assay counterscreen; hit rate 0.67% among 290,000; activity change, negative = inhibition, % at 58.2 µM, hits read low; AID 2472, 2010; coupling enzyme system counterscreen, AmpLite Red fluorescence; in the data active = activity change below about -30%; note: % is set by controls: 0 for no effect and ±100 for the full control effect
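Coupling enzymes only (glyceraldehyde-3-phosphate) + compound, at 57.5 uM final, 10 min RT; add substrate/coupling/AmpLite Red mix, 20 min RT; fluorescence ex 525/em 598 nm. Actives flag coupling-system interference.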
GALK inhibitor: qHTS Assay for Inhibitors of Human Galactokinase (GALK); Purified GALK, Kinase-Glo residual ATP luminescence; Potency, µM (titrated, usually from 57.5 µM), inactives show at the highest dose activity change, negative = inhibition, usual class: inhibitors; hit rate 0.007% among 270,000; AID 1868, 2009; note: potency is the fitted concentration of half-maximal effect; % is set by controls: 0 for no effect and ±100 for the full control effect
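Kinase-Glo Plus luminescence measured ATP left after a 1 h room-temperature reaction. The reaction used 5 nM GALK, 100 uM galactose and 35 uM ATP at pH 8.0 (20 mM HEPES, 5 mM MgCl2, 60 mM NaCl, 1 mM DTT, 0.01% BSA).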
MLL CXXC-DNA inh: qHTS Fluorescence Polarization Assay for Inhibitors of MLL CXXC domain - DNA interaction; Histone-lysine N-methyltransferase 2A (Homo sapiens), Q03164; MLL-CXXC / FITC-HOXA9 DNA fluorescence polarization; Potency, µM (top dose mostly 115 µM), without a hit: top-dose activity change, negative = inhibition, hits mostly inhibitors; hit rate 0.037% among 290,000; AID 2662, 2010; active = well fitted inhibition curve with a large enough effect in the polarisation, with a control signal flat, not every such curve was filed as active; inconclusive = small, poorly fitted or top-dose-only effect, or effect the other way, or a change in a side signal; inactive = no such curve, though single readings can be large or run the other way; the % refers to the polarisation; note: potency is the fitted concentration of half-maximal effect
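Fluorescence polarization: 7 uM MLL-CXXC (stock) preincubated 5 min with compounds, then 50 nM fluorescein-HOX-A9 DNA (stock) added; 30 min ambient. Buffer 50 mM Tris-HCl pH 7.5, 50 mM NaCl, 1 mM DTT, 0.05% BSA.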
Giardia kill: Small Molecules that selectively kill Giardia lamblia: qHTS | Giardia lamblia trophozoite viability | activity change, % at 7.66 µM, hits read low | hit rate 0.15% among 340,000; in the data active = activity change below about -80%; inconclusive = between about -30% and that limit;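 note: parasites exposed to compound for two days anaerobically before the ATP read; % is set by controls: 0 for no effect and ±100 for the full control effect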
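Trophozoite viability was measured as ATP-dependent luminescence, read 15-30 min after reagent addition. Before that, parasites at 100 cells/well were exposed to compounds for 48 h, anaerobically, at 37 deg C.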
PKM2 act: qHTS Assay for Activators of Human Muscle isoform 2 Pyruvate Kinase | Potency, µM (highest dose often 57.5 µM), for inactives: top-dose activation, usual class: activators | purified PKM2, Kinase-Glo ATP luminescence, activation; response scale: 0% is enzyme alone, no compound | hit rate 0.34% among 260,000 | Pyruvate kinase PKM (Homo sapiens), P14618; note: potency is the fitted concentration of half-maximal effect; % is set by controls: 0 for no effect and ±100 for the full control effect; nearly all actives have a fitted effect of over 55% in size
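Kinase-Glo luminescence reports ATP generated from ADP (0.1 mM) and PEP (0.5 mM) by purified hPK-M2 after 1 h at room temperature, pH 7.2 imidazole buffer; intermediate enzyme activity allows detecting inhibitors and activators.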
hERG WT inh: qHTS for Inhibitors of KCHN2 3.1: Wildtype qHTS. Voltage-gated inwardly rectifying potassium channel KCNH2 (Homo sapiens), Q12809. U2OS, BacMam KCNH2, thallium flux FluxOr; hits give low values. activity change, % at 1.84 µM. hit rate 0.37% among 340,000. AID 720551, 2013;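 active = maximum activity change below -70%; inconclusive = maximum activity change between -70% and -50%; inactive = maximum activity change above -50%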; note: % is set by controls: 0 for no effect and ±100 for the full control effect
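U2OS cells were transduced with wild-type KCNH2 virus (2.03 x 10^8 / mL) for 4 h at room temperature, then cultured overnight at 37 C. Thallium flux was read with FluxOr dye. Rate constants were normalized to DMSO controls.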
KCNH2 3.1 block: qHTS for Inhibitors of KCHN2 3.1: Mutant qHTS. Potassium voltage-gated channel subfamily H member 2, brain isoform KCNH2 3.1 (human). U2OS KCNH2 3.1, thallium flux FluxOr; hits give low values. activity change, % (tested at about 1.8 µM). hit rate 0.95% among 340,000. AID 720553, 2013;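 active = maximum activity change below -70%; inconclusive = maximum activity change from -70% to -50%; inactive = maximum activity change above -50%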;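 note: thallium influx rate constant from kinetic fluorescence after stimulation buffer; % is set by controls: 0 for no effect and ±100 for the full control effect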
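Thallium flux via FluxOr fluorescence (Red40 quencher, 45 min loading) in U2OS cells virally expressing the KCNH2 3.1 isoform (1.77 x 10^8 /mL virus, overnight at 37 C). Rate constants from 2-min kinetic reads post-stimulation, normalised to positive and negative controls.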
B2AR arrestin: qHTS assay of beta-arrestin-biased ligands of beta2-adrenergic receptor | hit rate 0.02% among 330,000 | beta-arrestin recruitment to beta2AR, cell-based reporter | Beta-2 adrenergic receptor (Homo sapiens), P07550 | Potency, µM (top dose mostly 46.1 µM), for the others: at the highest dose activation, actives largely listed as activators;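 note: potency is the fitted concentration of half-maximal effect; 0% = DMSO controls and full agonism = EC100 isoproterenol or metaproterenol; nearly all actives have a fitted effect of over 65% in size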
Menin MLL FP TR: qHTS Assay for Inhibitors Targeting the Menin-MLL Interaction in MLL Related Leukemias: Competition With Texas Red Labeled MLL-derived Mutant Peptide; O00255; Menin + Texas Red MLL mutant peptide, fluorescence polarization; Potency, µM (series often up to 61.6 µM), for inactives: top-dose FP activity change, negative = inhibition, most hits filed as inhibitors; hit rate 0.23% among 270,000; active = well fitted inhibition curve with a large enough effect in the polarisation, with a control signal flat, not every such curve was filed as active; inconclusive = small, poorly fitted or top-dose-only effect, or effect the other way, or a change in a side signal; inactive = no such curve, though single readings can be large or run the other way; the % refers to the polarisation; note: potency is the fitted concentration of half-maximal effect; % of control where 0% means no effect; many of its hits are not listed in these tables
TRPV1 agonist: HTS Assay for Compounds that Act as Agonists of the Vanilloid Receptor 1; Transient receptor potential cation channel subfamily V member 1 (Homo sapiens), Q8NER1; TRPV1-expressing cells, Fluo-8 calcium influx, agonist mode; activation, % at 8.33 µM; hit rate 0.19% among 320,000; AID 540275, 2011; in the data active = activation above about 80%; inconclusive = between about 30% and that limit; note: 0% is about no effect
Target sequence (Q8NER1 whole entry, looked up): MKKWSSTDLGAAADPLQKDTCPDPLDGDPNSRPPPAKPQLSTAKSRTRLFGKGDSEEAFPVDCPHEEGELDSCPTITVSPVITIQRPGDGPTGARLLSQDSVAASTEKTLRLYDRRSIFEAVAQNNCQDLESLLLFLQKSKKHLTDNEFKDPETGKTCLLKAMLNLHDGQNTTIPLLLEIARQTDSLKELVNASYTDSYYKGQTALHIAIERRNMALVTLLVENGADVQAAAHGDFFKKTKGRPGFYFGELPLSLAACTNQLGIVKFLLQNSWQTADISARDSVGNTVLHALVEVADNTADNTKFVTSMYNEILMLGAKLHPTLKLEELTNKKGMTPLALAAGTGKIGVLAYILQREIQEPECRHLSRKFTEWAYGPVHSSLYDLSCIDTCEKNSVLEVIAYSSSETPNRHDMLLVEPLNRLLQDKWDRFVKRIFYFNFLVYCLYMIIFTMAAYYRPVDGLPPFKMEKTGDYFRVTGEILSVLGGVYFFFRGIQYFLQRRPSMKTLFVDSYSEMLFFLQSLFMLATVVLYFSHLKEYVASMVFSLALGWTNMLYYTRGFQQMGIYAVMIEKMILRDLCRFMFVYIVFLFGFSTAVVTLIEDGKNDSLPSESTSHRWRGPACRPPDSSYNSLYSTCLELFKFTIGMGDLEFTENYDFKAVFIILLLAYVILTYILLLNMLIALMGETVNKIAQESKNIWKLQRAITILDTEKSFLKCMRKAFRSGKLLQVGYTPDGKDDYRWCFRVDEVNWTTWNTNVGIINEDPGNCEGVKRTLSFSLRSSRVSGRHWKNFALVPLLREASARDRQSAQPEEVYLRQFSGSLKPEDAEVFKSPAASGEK
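Fluo-8 calcium influx in TRPV1-expressing cells, kinetic read (ex 480/em 520 nm). Compound added and read 3 min for agonist activity, followed by capsaicin at EC20 final and 2 min further read for enhancement.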
The depositor's hits bear a star; u = inconclusive; x = not tested or not shown; & = joins results of further samples; [ ] = dose if it differs, or a comment. Unless noted, calls come from the whole dose curve; as a rule, active = well fitted curve in the direction sought with a large enough effect; inconclusive = small, poorly fitted or top-dose-only effect, or another doubt; inactive = no such curve, though single readings can be large; an effect the other way counts as inactive or inconclusive. Not all compounds are listed; the hit share may differ from the screen's.

item | compound | USP2a block | Coupling enz | GALK inhibitor | MLL CXXC-DNA inh | Giardia kill | PKM2 act | hERG WT inh | KCNH2 3.1 block | B2AR arrestin | Menin MLL FP TR | TRPV1 agonist
1 | O=C(Nc1cc(S(=O)(=O)Nc2ccc(Cl)cc2)ccc1N1CCCCC1)c1ccc(F)cc1Cl | 0% | -5 | x | 12% | 11 | -7% | -19 | -2 | 3.2% | -19% | -2
2 | CCOC(=O)N1CCN(Cc2nc(-c3ccc(Cl)cc3)no2)CC1 | -1% | 0 | -2% | -8% | 0 | 2% | -8 | 5 | -1.2% | -2% | 9
3 | O=C(CN1C(=O)c2ccccc2C1=O)OCC(=O)N1CCCCC1 | -1% | x | x | x | u | x | -4 | 0 | -0.7% | x | x
4 | CCn1c(=O)c2ccccc2n(CC(=O)NC2CCCCC2)c1=O | 0% | 0 | 15% | -1% | 0 | -6% | -9 | 21 | -0.3% | 23% | 9
5 | CC(C)c1ccc(CNc2ccc3c(c2)ncn3C)cc1 | 0% | 2 | x | -1% | 15 | x | 5 | 2 | -1.1% | -1% | -1
6 | NC(=O)C1CCN(C(=O)CCC(=O)N2CCOc3ccc(Cl)cc32)CC1 | -1% | 0 | x | x | -30 | -14% | -1 | -4 | 0.3% | 6% | 2
7 | COc1cc(C(CC(=O)N2CCCC2)c2c(OC)cc(OC)c3c(-c4ccccc4)cc(=O)oc23)cc(OC)c1OC (stereo not given) | -1% | -4&2 | -1% | 1% | -8&-9 | 0% | x | x | 0.1% | 17% | 2
8 | CCOC(=O)c1c(C)[nH]c(C)c1S(=O)(=O)N(C)CC(=O)NCc1ccc(C)cc1 | -1% | 0 | -1% | -3% | -6 | 14%[0.46 µM] | -3 | -2 | 0.0% | -1% | 2
9 | CCCc1ccc2oc(C(=O)N(C)CCn3ccnc3C)c(C)c2c1 | 0% | -3 | -4% | 6% | 1 | -3% | 25 | 3 | -1.6% | -7% | -1
10 | CCCc1cc(=O)[nH]c(SCC(=O)Nc2cccc3ccccc23)n1 | 0% | -2 | -1% | 0% | -19 | 4% | 6 | -5 | -0.7% | 1% | -1
11 | O=c1c2ccccc2[nH]c(=S)n1CCCN1CCN(C2CCCCC2)CC1 | -2% | -2 | 3% | 6% | -5 | 0% | 18 | -3 | 0.0% | u | 5
12 | COc1cccc(NC(=O)Cn2c3ccc(F)cc3c3nc4n(c(=O)c32)CCCS4)c1 | 0% | x | 1% | 1% | -2 | x | 2 | 8 | 0.4% | x | -3
13 | Cc1ccc(C2(c3ccc(C)cc3)CC2C(=O)NC(C)C)cc1 (stereo not given) | -5% | -2 | 2% | 1% | -9 | x | 21 | 9 | -1.0% | -17% | u
14 | COc1cc(CCC(C)=O)ccc1OC(=O)c1c(F)cccc1Cl | 0% | -3 | 0% | 0% | -23 | 7% | -4 | -5 | 0.1% | x | u
15 | CCc1c2ccccc2nn1-c1ccccc1C(=O)C(C)=O | 3% | -11 | 0% | -1% | -6 | -1% | -1 | 19 | -0.4% | 7% | 15
16 | Cc1ccc(-c2c(C)n([O-])c3c([n+]2=O)CCCC3)o1 | 1% | 0 | -1% | -5% | -6 | 2% | -6 | 19 | 0.0% | 3% | 0
17 | O=C(COc1ccccc1)NNC(=O)c1cccs1 | 4% | 1 | 1% | 6% | 0 | -3% | 2 | -3 | -0.8% | -8% | 0
18 | O=C(Nc1ccc(CN2CCOCC2)cc1)c1ccc(Cl)cc1 | 2% | 0 | 0% | -1% | -2 | 0% | -14 | -17 | -0.3% | 14% | 16
19 | CCOC(=O)C1C(c2cccc([N+](=O)[O-])c2)C2C(=O)NN=C2CC1(C)O (stereo not given) | 2% | 0 | -2% | 2% | -6 | -6% | -5 | 3 | -0.1% | 12% | -6
20 | CN(C(=O)CSc1nnc(-c2cccs2)o1)C1CCS(=O)(=O)C1 (stereo not given) | 3% | 1 | 17% | -9% | 9 | x | -3 | x | 0.4% | 0% | -1

Full records, looked up by structure. Order of values: USP2a block, Coupling enz, GALK inhibitor, MLL CXXC-DNA inh, Giardia kill, PKM2 act, hERG WT inh, KCNH2 3.1 block, B2AR arrestin, Menin MLL FP TR, TRPV1 agonist
CCc1c2ccccc2nn1-c1ccccc1C(=O)C(C)=O across the screens: 3%, -11, 0%, -1%, -6, -1%, -1, 19, -0.4%, 7%, 15
O=c1c2ccccc2[nH]c(=S)n1CCCN1CCN(C2CCCCC2)CC1 across the screens: -2%, -2, 3%, 6%, -5, 0%, 18, -3, 0.0%, u, 5

More compounds
item | compound | USP2a block | Coupling enz | GALK inhibitor | MLL CXXC-DNA inh | Giardia kill | PKM2 act | hERG WT inh | KCNH2 3.1 block | B2AR arrestin | Menin MLL FP TR | TRPV1 agonist
21 | CS(=O)(=O)N(CC(=O)NC1CC1)c1cccc(F)c1 | -1% | 6 | 0% | 10% | 4 | -6% | -1 | -38 | -0.1% | -9% | -2
22 | Cc1ccc(C(=O)Nc2ccsc2C(=O)O)cc1 | 4% | -7 | 0% | -2% | -17 | x | -31 | -42 | 0.4% | u | -5
23 | CC(C)(C)NC(=S)N1CCC(C(=O)c2ccc(Cl)cc2)CC1 | 0% | -2 | 0% | 7% | -1 | 2% | -42 | u | 0.3% | 11% | 3
24 | Cc1c(Cl)cccc1NC(=O)CSc1nncn1-c1ccccn1 | 3% | 1 | 5% | -8% | 6 | x | -1 | 10 | 2.7% | -20% | 0
25 | CCCc1n[nH]c(=O)[nH]1 | 0% | -1 | 9% | 10% | 12 | 4% | -7 | -28 | 0.1% | 3% | 1
26 | O=S(=O)(c1ccc(OCC(O)CN2CCN(c3ccccc3)CC2)cc1)N1CCOCC1 (stereo not given) | 2% | 0 | 1% | 4% | 13 | -6% | 7 | 3 | 0.2% | 4% | 4
27 | CCOC(=O)c1cn[nH]c1NC(=S)Nc1ccc(Cl)cc1 | 2% | -3 | -1% | 4% | -12 | -1% | 17 | 23 | -0.3% | x | -3
28 | OCC[C@H]1C[C@H](O)[C@@H](O)[C@]2(Cc3ccccc3CO2)O1 | 0% | x | x | x | 4 | x | -12 | 4 | -0.2% | x | 2
29 | O=C(Cn1cccc1C(=O)c1ccccc1)NCCCN1CCc2ccccc2C1 | 0% | 1 | 1% | -6% | -3 | -5% | 54 | -17 | -0.2% | -17% | 0
30 | CSCCC1NC2(C(=O)Nc3c(Cl)cccc32)[C@@H]2C(=O)N(C3CCCC3)C(=O)[C@H]12 (stereo not given in full) | -1% | 1 | -1% | -3% | -9 | 1% | -6 | -14 | 0.1% | 8% | u
31 | O=C(Nc1ccccc1N1CCN(c2ccccc2)CC1)C12CC3CC(CC(C3)C1)C2 | 0% | -3 | -1% | 8% | -1 | -19% | -3 | -18 | 0.4% | -13% | 1
32 | Cc1ccc(NC(=O)CN(C)C(=O)Cc2ccccc2F)cc1 | 0% | -2 | -1% | 2% | 10 | x | -9 | 0 | 0.0% | -4% | 3
33 | CCOC(=O)c1ccc(NC(=O)Cn2nnc(-c3ccccc3)n2)cc1 | 0% | 1 | 3% | 4% | -7 | -7% | -18 | 6 | -0.2% | u | 0
34 | CCOC(=O)c1ccc(NC(=O)CN2CCN(C(=O)C3CCCO3)CC2)cc1 (stereo not given) | 3% | 0 | 7% | -4% | 12 | 0% | 2 | 0 | -0.3% | 2% | 4
35 | Cc1cc(NC(=O)c2cc(C(C)C)on2)nn1Cc1ccc(Cl)cc1 | -8% | 5 | 3% | 5% | -1 | -2% | 5 | 1 | -0.3% | -5%[11.7 µM] | x
